Source: PubChem (several laboratories)
Spn MK inh – inhibitors of Streptococcus pneumoniae mevalonate kinase. inhibition, % at 10 µM. 0.48% of 65,000 active. purified MK, PK/LDH-coupled NADH absorbance 340 nm;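 active means ranked among the strongest by inhibition in the single 10 µM screen, a fixed top-ranked set picked for dose follow-up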; further: no value below 0 was filed
HPDE-C7 viability – cytotoxicity in HPDE-C7 cells, cell-based, fluorescence, HTS (AID 430). HPDE-C7 pancreatic duct cells viability, fluorescence; higher % means a stronger effect. cytotoxicity, % at 10 µM; hits with a dose series show EC50 in µM. 1.8% of 63,000 active;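 further: cells exposed to compound for 48 hours before viability readout; 0% = vehicle and 100% = reference cytotoxic drug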
TNAP inhibition – inhibition of tissue-nonspecific alkaline phosphatase – biochemical, luminescent (AID 518); inhibition, % at 20 µM, or IC50 in µM where a hit was titrated; purified TNAP enzyme, luminescent substrate readout; higher % means a stronger effect; 0.09% of 64,000 active; in the data active means a potency from the dose series; inactive means the rest, 99 in 100 with inhibition below about 22%;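 further: plate controls were vehicle for no effect and reference inhibitor for full effect; many of its hits are not listed in these tables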
DPM-DC inhibit – inhibitors of Streptococcus pneumoniae diphosphomevalonate decarboxylase; purified DPM-DC, PK/LDH coupled NADH fluorescence; calls only at 10 µM; 0.49% of 65,000 active; AID 556;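 active means the 320 compounds with the highest percent inhibition in the single-dose primary screen, excluding strongly autofluorescent ones, cut at about 32% in these data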;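 further: kinetic rate of NADH fluorescence loss reporting ADP formed by the decarboxylase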
Bfl-1 displacement – displacement of Bid BH3 peptide from Bfl-1 – biochemical, fluorescence polarization, FITC-Bid, mouse, primary screen (AID 432). FITC-Bid BH3 peptide fluorescence polarization displacement; higher % means a stronger effect. 0.02% of 64,000 active. displacement, % at 20 µM, or IC50 in µM where a hit was titrated; in the data active means a potency from the dose series; inactive means the rest, 99 in 100 with displacement below about 15%; further: strong numbers were not always called active
HPDE-C7K KRASV12 – viability loss of HPDE-C7K cells – cell-based, fluorescence, HTS, primary screen (AID 431); HPDE-C7K KRASV12 cells, Alamar Blue viability, 48 h; higher % means a stronger effect; one-dose cytotoxicity, % at 10 µM; EC50 in µM for titrated hits; 1.7% of 63,000 active;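 active means compounds whose percent cytotoxicity in the single-dose primary screen, scaled between solvent and toxic-drug controls, exceeds 50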;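 further: 0% = DMSO solvent wells and 100% = doxorubicin-treated wells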
LYP phosphatase – inhibition of human PTPN22 tyrosine phosphatase – biochemical, DiFMUP fluorescence, recombinant catalytic domain, 10 µM, primary screen (AID 606) | recombinant LYP catalytic domain, DiFMUP fluorescence; higher % means a stronger effect | one-dose inhibition, % at 10 µM; IC50 in µM for titrated hits | 52,000 tested, under 10 active;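 active means IC50 under 40 µM in the dose-response test; inactive means IC50 of 40 µM or more, or never dose-tested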
Spn PMK inh – inhibitors of Streptococcus pneumoniae phosphomevalonate kinase; AID 539; 0.49% of 65,000 active; inhibition, % at 10 µM; purified PMK, PK/LDH-coupled NADH absorbance 340 nm;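 active means top-ranked compounds by inhibition in the single 10 µM screen, taking a fixed number of the strongest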;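 further: 0% = full reaction with DMSO carrier and 100% = background rate without enzyme reaction; no value below 0 was filed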
HT1080 viability – HT1080 cell viability loss – fluorescence readout (AID 620); 0.42% of 87,000 active; cytotoxicity, % at 10 µM; hits with a dose series show EC50 in µM; HT1080 viability, fluorescence; higher % means a stronger effect;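 further: cells exposed to compound overnight then 4 h with Alamar Blue; 0% = vehicle DMSO and 100% = killing control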
Spn PMK inh pilot replicates – second read-out of Spn PMK inh, no call of its own (marks repeat the call); inhibition, %; measured here: pilot screen replicates
Spn MK inh pilot replicates – further read-out of Spn MK inh, marked with its call; inhibition, %; measured here: pilot screen replicates
DPM-DC inhibit pilot screen % – second read-out of DPM-DC inhibit, no call of its own (marks repeat the call); inhibition, %; measured here: pilot screen trials
Active calls of the source: *. Unless noted, no stated cut-off is given here; in the data, active means cytotoxicity above about 50%; inactive means the rest.

For Cc1cc(C(=O)Nc2cccc3ncccc23)no1 the results were Spn MK inh 5.0, HPDE-C7 viability 2.8%, TNAP inhibition 0.6%, DPM-DC inhibit inactive, Bfl-1 displacement -10.6%, HPDE-C7K KRASV12 6.7%, Spn PMK inh 11.0 and HT1080 viability 5.5%.
`Cc1ccc(S(=O)(=O)N(C)c2ccc(C(=O)O)cc2)cc1` gave Spn MK inh 8.0, HPDE-C7 viability 11.8%, TNAP inhibition 3.5%, DPM-DC inhibit inactive, Bfl-1 displacement 3.0%, HPDE-C7K KRASV12 14.7%, LYP phosphatase 15.1%, Spn PMK inh 11.0 and HT1080 viability -0.7%.
`Brc1cnn(-c2nc(N3CCOCC3)nc(N3CCOCC3)n2)c1` gave Spn MK inh 0.0, HPDE-C7 viability 5.8%, TNAP inhibition 6.8%, DPM-DC inhibit inactive, Bfl-1 displacement 4.5%, HPDE-C7K KRASV12 3.5%, LYP phosphatase 2.7%, Spn PMK inh 10.0 and HT1080 viability 38.2%.
Screening COc1ccc(S(=O)(=O)NC(CC(=O)NCc2ccco2)c2ccco2)cc1 (stereo not drawn) returned Spn MK inh 5.0, HPDE-C7 viability -15.4%, TNAP inhibition 2.4%, DPM-DC inhibit inactive, Bfl-1 displacement 1.8%, HPDE-C7K KRASV12 -2.6%, LYP phosphatase -0.4%, Spn PMK inh 5.0, HT1080 viability -7.9%, Spn PMK inh pilot replicates 1.0, Spn MK inh pilot replicates 1.0 and DPM-DC inhibit pilot screen % 0.0.
`CCC(=O)Nc1ccc2nc(C3CC3)n(Cc3ccccc3)c(=O)c2c1` gave Spn MK inh 0.0, HPDE-C7 viability 11.9%, TNAP inhibition 5.2%, DPM-DC inhibit inactive, Bfl-1 displacement -6.9%, HPDE-C7K KRASV12 10.5%, Spn PMK inh 12.0 and HT1080 viability -2.3%.
`CC(=O)[C@H]1CC[C@H]2[C@@H]3CCC4=CC(=O)CC[C@]4(C)[C@H]3CC[C@]12C` gave Spn MK inh 8.0, HPDE-C7 viability -31.3%, TNAP inhibition 3.5%, DPM-DC inhibit inactive, Bfl-1 displacement 6.0%, HPDE-C7K KRASV12 -7.7%, LYP phosphatase 18.9%, Spn PMK inh 1.0, HT1080 viability -29.8%, Spn PMK inh pilot replicates 2.5, Spn MK inh pilot replicates 0.0 and DPM-DC inhibit pilot screen % 4.0.
CCOc1cccc(NC(=O)C2CCCN(S(=O)(=O)c3ccc(-n4cnnn4)cc3)C2)c1 (stereo not drawn) was read as Spn MK inh 0.0, HPDE-C7 viability -0.4%, TNAP inhibition 11.7%, DPM-DC inhibit inactive, Bfl-1 displacement -6.4%, HPDE-C7K KRASV12 10.5%, LYP phosphatase 4.3%, Spn PMK inh 8.0 and HT1080 viability -5.6%.
For OC1(CN2CCOCC2)C2CN3CCN(C2)CC1(c1ccccc1)C3 (stereo not drawn) the results were Spn MK inh 9.0, HPDE-C7 viability -1.0%, TNAP inhibition 5.2%, DPM-DC inhibit inactive, Bfl-1 displacement 6.1%, HPDE-C7K KRASV12 12.1%, LYP phosphatase 12.2%, Spn PMK inh 28.0* and HT1080 viability 1.0%.
Screening O=C(c1ccc(=O)oc1)N1CCN(C(c2ccccc2)c2ccccc2)CC1 returned Spn MK inh 0.0, HPDE-C7 viability -5.2%, TNAP inhibition 17.5%, DPM-DC inhibit inactive, Bfl-1 displacement 2.1%, HPDE-C7K KRASV12 -11.8%, LYP phosphatase 1.8%, Spn PMK inh 6.0 and HT1080 viability -5.8%.
For Cc1ccc(S(=O)(=O)NCC2CCC(C(=O)NCc3ccco3)CC2)cc1 (stereo not drawn) the results were Spn MK inh 0.0, HPDE-C7 viability -19.5%, TNAP inhibition 7.2%, DPM-DC inhibit inactive, Bfl-1 displacement 3.6%, HPDE-C7K KRASV12 -8.1%, Spn PMK inh 2.0 and HT1080 viability 4.7%.
Screening Cc1nn(C)c(C)c1S(=O)(=O)N1CCC(C(=O)NC(C)c2ccccc2)CC1 (stereo not drawn) returned Spn MK inh 4.0, HPDE-C7 viability 0.3%, TNAP inhibition 7.8%, DPM-DC inhibit inactive, Bfl-1 displacement -4.9%, HPDE-C7K KRASV12 -1.7%, LYP phosphatase -5.9%, Spn PMK inh 0.0 and HT1080 viability -0.4%.
Screening CCOC(=O)c1cc(-c2nnc(-c3ccc(Oc4ccccc4)cc3)o2)c(C)nc1C returned Spn MK inh 24.0, HPDE-C7 viability 6.9%, TNAP inhibition 13.9%, DPM-DC inhibit inactive, Bfl-1 displacement -2.7%, HPDE-C7K KRASV12 -6.1%, LYP phosphatase 2.7%, Spn PMK inh 2.0, HT1080 viability -14.1%, Spn PMK inh pilot replicates 5.5, Spn MK inh pilot replicates 1.5 and DPM-DC inhibit pilot screen % 0.0.
Cc1ccc(NC(=O)CN(C)C(=O)CCCN2C(=O)c3ccccc3C2=O)cc1 was read as Spn MK inh 0.0, HPDE-C7 viability 4.1%, TNAP inhibition 2.2%, DPM-DC inhibit inactive, Bfl-1 displacement 2.6%, HPDE-C7K KRASV12 -8.6%, Spn PMK inh 12.0 and HT1080 viability -1.1%.
Screening CCOC(=O)N1CCN(c2ncnc3c2cnn3-c2ccc(Cl)cc2)CC1 returned Spn MK inh 6.0, HPDE-C7 viability 6.5%, TNAP inhibition 4.0%, DPM-DC inhibit inactive, Bfl-1 displacement 2.8%, HPDE-C7K KRASV12 3.4%, LYP phosphatase 8.4%, Spn PMK inh 0.0 and HT1080 viability 3.4%.
For COc1ccc(CCn2c(SCC(=O)Nc3cc(C)on3)nc3ccsc3c2=O)cc1OC the results were Spn MK inh 11.0, HPDE-C7 viability 1.7%, TNAP inhibition 9.4%, DPM-DC inhibit inactive, Bfl-1 displacement 0.4%, HPDE-C7K KRASV12 -1.0%, LYP phosphatase 3.2%, Spn PMK inh 9.0 and HT1080 viability 27.4%.
Screening CCOC(=O)c1ccccc1NC(=O)c1ccccc1N(C)S(C)(=O)=O returned Spn MK inh 9.0, HPDE-C7 viability -17.9%, TNAP inhibition 11.9%, DPM-DC inhibit inactive, Bfl-1 displacement -3.0%, HPDE-C7K KRASV12 -10.3%, LYP phosphatase -0.6%, Spn PMK inh 9.0 and HT1080 viability -0.6%.
CCOC(=O)c1[nH]c(C)c(C(=O)NCCc2ccc(OC)cc2)c1C was read as Spn MK inh 0.0, HPDE-C7 viability -12.9%, TNAP inhibition 3.0%, DPM-DC inhibit inactive, Bfl-1 displacement -1.3%, HPDE-C7K KRASV12 1.5%, LYP phosphatase 5.9%, Spn PMK inh 10.0 and HT1080 viability -12.1%.
O=C(NCc1ccco1)C(c1ccncc1)N(CCC1=CCCCC1)C(=O)Cn1nnc2ccccc21 (stereo not drawn) was read as Spn MK inh 7.0, HPDE-C7 viability 1.6%, TNAP inhibition -4.2%, DPM-DC inhibit inactive, Bfl-1 displacement -4.5%, HPDE-C7K KRASV12 -3.7%, LYP phosphatase 14.4%, Spn PMK inh 9.0 and HT1080 viability -7.8%.
For CCOC(=O)C1=C(c2ccccc2)N=C2SCC(=O)N2C1c1ccc2c(c1)OCO2 (stereo not drawn) the results were Spn MK inh 0.0, HPDE-C7 viability -21.3%, TNAP inhibition 4.5%, DPM-DC inhibit inactive, Bfl-1 displacement 11.3%, HPDE-C7K KRASV12 -14.0%, LYP phosphatase 3.2%, Spn PMK inh 0.0 and HT1080 viability 3.5%.
For CCCCC(c1nnnn1CCOC)N1CCN(c2cccc(OC)c2)CC1 (stereo not drawn) the results were Spn MK inh 10.0, HPDE-C7 viability -4.0%, TNAP inhibition 14.9%, DPM-DC inhibit inactive, Bfl-1 displacement -1.5%, HPDE-C7K KRASV12 -7.0%, LYP phosphatase 3.9%, Spn PMK inh 18.0 and HT1080 viability -8.1%.
`CC(=O)c1c(C)n(-c2ccccc2)c2ccc(O)cc12` gave Spn MK inh 1.0, HPDE-C7 viability 6.4%, TNAP inhibition 7.0%, DPM-DC inhibit inactive, Bfl-1 displacement -6.4%, HPDE-C7K KRASV12 7.6%, LYP phosphatase -8.1% and Spn PMK inh 4.0.
Screening CCc1ccccc1N1C(=O)C2CC=CCC2C1=O (stereo not drawn) returned Spn MK inh 0.0, HPDE-C7 viability -0.8%, TNAP inhibition 6.6%, DPM-DC inhibit inactive, Bfl-1 displacement -5.5%, HPDE-C7K KRASV12 -9.7%, LYP phosphatase 9.0%, Spn PMK inh 0.0 and HT1080 viability 0.6%.
`COCCNS(=O)(=O)c1ccc2c(c1)C(=O)c1cc(S(=O)(=O)NCCOC)ccc1-2` gave Spn MK inh 14.0, HPDE-C7 viability 0.5%, TNAP inhibition 10.4%, DPM-DC inhibit inactive, Bfl-1 displacement 0.1%, HPDE-C7K KRASV12 -5.8%, LYP phosphatase 8.8% and Spn PMK inh 0.0.
For Cn1cccc1Cc1nnc(SCC(=O)NC2CCCC2)n1CCc1ccccc1 the results were Spn MK inh 3.0, HPDE-C7 viability -8.4%, TNAP inhibition 3.4%, DPM-DC inhibit inactive, Bfl-1 displacement 7.7%, HPDE-C7K KRASV12 2.1%, Spn PMK inh 4.0 and HT1080 viability -7.6%.
For Cc1nc2nc(CSc3nnc(C)s3)cc(=O)n2[nH]1 the results were Spn MK inh 10.0, HPDE-C7 viability -4.8%, TNAP inhibition 10.9%, DPM-DC inhibit inactive, Bfl-1 displacement -2.4%, HPDE-C7K KRASV12 5.0%, LYP phosphatase 1.4%, Spn PMK inh 7.0 and HT1080 viability 1.9%.
`COCc1[nH]nc2c1C(c1sccc1C)C(C#N)=C(N)O2` (stereo not drawn) gave Spn MK inh 9.0, HPDE-C7 viability 9.3%, TNAP inhibition 11.1%, DPM-DC inhibit inactive, Bfl-1 displacement 2.2%, HPDE-C7K KRASV12 4.2%, Spn PMK inh 9.0 and HT1080 viability -0.8%.
`COc1ccccc1CN(CC(=O)NCC1CCCO1)C(=O)CNS(=O)(=O)c1ccc(C)cc1` (stereo not drawn) gave Spn MK inh 0.0, TNAP inhibition 11.6%, DPM-DC inhibit inactive, Bfl-1 displacement -5.0%, LYP phosphatase 5.4%, Spn PMK inh 0.0 and HT1080 viability -3.8%.
`Cc1cc(NC(=O)Cn2c(=O)c3c(ncn3CCC(C)C)n(Cc3ccccc3)c2=O)no1` gave Spn MK inh 0.0, HPDE-C7 viability 3.6%, TNAP inhibition 3.4%, DPM-DC inhibit inactive, Bfl-1 displacement -2.8%, HPDE-C7K KRASV12 -2.9%, LYP phosphatase -6.0%, Spn PMK inh 8.0 and HT1080 viability -1.6%.
OC(c1cccs1)c1nccc2ccccc12 (stereo not drawn) was read as Spn MK inh 3.0, HPDE-C7 viability 9.0%, TNAP inhibition 11.1%, DPM-DC inhibit inactive, Bfl-1 displacement -3.1%, HPDE-C7K KRASV12 6.2%, LYP phosphatase 0.1%, Spn PMK inh 10.0 and HT1080 viability 3.2%.
